Source: PubChem BioAssay (Sanford-Burnham Center for Chemical Genomics)
KOR beta-arrestin-1: KOR antagonists, beta-arrestin recruitment, cell-based, luminescence, uHTS (AID 1778) | Kappa-type opioid receptor (Homo sapiens) | KOR beta-arrestin recruitment, luminescence, antagonist mode; higher % means a stronger effect | inhibition, % at 10 µM; hits with a dose series show IC50 in µM | 290,000 tested, 0.091% active; also: strong numbers were not always called active
LYP phosphatase: inhibitors of LYP phosphatase, biochemical, fluorescence intensity, uHTS (AID 1779) | Tyrosine-protein phosphatase non-receptor type 22 (Homo sapiens) | recombinant LYP phosphatase, fluorescence intensity; higher % means a stronger effect | inhibition, % at 11.5 µM; hits with a dose series show IC50 in µM | 290,000 tested, 0.054% active;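 also: plate controls were vehicle with enzyme for no effect and no enzyme for full effect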
XIAP antagonists: XIAP antagonists, biochemical, IAP family, fluorescence polarization (AID 1018); one-dose displacement, % at 20 µM; IC50 in µM for titrated hits; XIAP BIR domain, fluorescence polarization peptide displacement; higher % means a stronger effect; 200,000 tested, 0.007% active; in the data active = displacement above about 50%; also: a part of the inactive calls stands beside numbers as strong as those of hits
TNAP activation fold: human TNAP enzyme activators, primary screen, biochemical, luminescent, no phosphate acceptor, uHTS (AID 1001); Alkaline phosphatase, tissue-nonspecific isozyme (Homo sapiens); purified TNAP, luminescent activation assay, no phosphate acceptor; higher activation fold means a stronger effect; one-dose activation fold at 20 µM; EC50 in µM for titrated hits; 200,000 tested, 0.03% active; in the data active = activation fold from about 3, or a potency from the dose series; inactive = the rest, 99 in 100 with activation fold below about 1.6; also: many of its hits are not listed in these tables
human PMI inhibitors: human PMI inhibitors, high substrate, primary screen, biochemical, fluorescence intensity, high mannose 6-phosphate (AID 1220); recombinant PMI enzyme, coupled fluorescence intensity; higher % means a stronger effect; inhibition, % at 20 µM; hits with a dose series show IC50 in µM; 190,000 tested, 0.66% active
NOD2 inhibition: NOD2 signaling inhibitors, cell-based, luminescence, uHTS, HEK293 (AID 1566). inhibition, % at 4 µM, or EC50 in µM where a hit was titrated. 290,000 tested, 0.63% active. HEK293 NOD2/NF-kB luciferase reporter, luminescence; higher % means a stronger effect; also: many of its hits are not listed in these tables
PMI inhibitors: inhibitors of human PMI, primary screen, biochemical, fluorescence intensity, coupled assay (AID 1209); purified PMI enzyme, coupled fluorescence intensity; higher % means a stronger effect; inhibition, % at 20 µM, or IC50 in µM where a hit was titrated; 190,000 tested, 0.42% active;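 also: plate controls were DMSO vehicle for no effect and wells lacking substrate for full effect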
KOR beta-arrestin-2: KOR agonists, beta-arrestin recruitment, primary screen, cell-based, luminescence, uHTS (AID 1777); KOR beta-arrestin recruitment, luminescence; higher % means a stronger effect; one-dose activation, % at 10 µM; EC50 in µM for titrated hits; 280,000 tested, 0.02% active; in the data active = activation above about 50%, passing the limit was not always enough; also: a part of the inactive calls stands beside numbers as strong as those of hits
NOD1 NF-kB reporter: NOD1 signaling inhibitors, primary screen, cell-based, luminescence, uHTS (AID 1578); NOD1-driven NF-kB luciferase reporter cells, luminescence; higher % means a stronger effect; one-dose inhibition, % at 4 µM; EC50 in µM for titrated hits; 290,000 tested, 1% active; in the data active = inhibition mostly above about 36%, no sharp cut-off; inactive = mostly below about 34%;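 also: HEK-293T reporter cells stimulated with the NOD1 agonist gamma-tri-DAP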
Starred values were filed as active, the others as inactive; / = no result given; [ ] = dose if it differs, or a comment. Rule as the data show it, unless noted: active = inhibition above about 50%; inactive = the rest. Only part of the results is shown; rates above refer to the full screens.

SMILES	KOR beta-arrestin-1	LYP phosphatase	XIAP antagonists	TNAP activation fold	human PMI inhibitors	NOD2 inhibition	PMI inhibitors	KOR beta-arrestin-2	NOD1 NF-kB reporter
Cc1cccc(-n2c(C)cc(C(=O)NC3CCCCC3)c2C)c1	-20%	-4%	-7.5%	1.1	4%	-13%	8%	-1.8%	-18%
O=c1c2cc(N3CCOCC3)ccc2[nH]c(=S)n1Cc1ccccc1Cl	8%	-8%	-3.5%	1.1	4%	3%	-23%	2.5%	11%
O=C(N/N=C/C1CC2CCC1C2)c1ccc2c(c1)OCO2 (configuration not stated)	-6%	-7%	-2.4%	1.1	1%	19%	7%	-2.3%	-5%
CC(C)(C)c1nc(S(=O)(=O)c2ccc(Cl)cc2)c(N2CCOCC2)o1	-10%	-11%	3.4%	1	-108%	12%	-57%	/	21%
CSc1nc(=NC(C)=O)ss1	-33%	0%	0.1%	1.1	12%	-1%	54%*	-1.6%	15%
CCNC(=O)NC(=O)C(C)N1C(=O)NC(c2ccccc2)(c2ccccc2)C1=O (configuration not stated)	4%	-5%	/	/	/	-16%	/	-0.5%	12%
CSc1ccccc1NC(=O)c1ccc2c(c1)CCN2S(C)(=O)=O	-18%	-4%	/	/	/	-8%	/	0.3%	-13%
CCCN1C2CCCC1CC(NC(=O)c1ccc(Br)cc1)C2 (configuration not stated)	-18%	-2%	/	/	/	-9%	/	3.5%	-24%
COc1ccc(CCNC(=O)CSc2nc3ccccc3c3nc(CCN4CCCCC4)nn23)cc1OC	-24%	-6%	-4.2%	1	-11%	1%	-7%	4.3%	-21%
Cc1nc2ccc(S(=O)(=O)NCC(=O)N3CCN(c4ccccn4)CC3)cc2s1	8%	-2%	-2.4%	1.1	-6%	-2%	-4%	-6.6%	8%
Cc1ccc(S(=O)(=O)N2CCN(CC(=O)N/N=C\c3ccc(Cl)c([N+](=O)[O-])c3)CC2)cc1	17%	2%	-4.1%	1	9%	13%	9%	-5.2%	-7%
Cc1ccc(S(=O)(=O)N2CCC(C(=O)NNC(=O)c3cccnc3)CC2)cc1	-3%	-15%	-6.3%	1.1	-8%	20%	2%	-4.2%	-11%
CC(C)OCCCNC(=O)Cc1ccc(Br)cc1	8%	-3%	-5.9%	1.1	-5%	0%	-2%	-4.2%	-28%
COc1cccc(N2CCN(c3ccc4nnc(CCC(=O)Nc5ccc(OC)c(OC)c5)n4n3)CC2)c1	-47%	0%	/	/	/	11%	/	-3.0%	-7%
CN(CC(=O)Nc1cccc(F)c1)CC(=O)Nc1ccc(Cl)cc1[N+](=O)[O-]	-14%	-6%	-6.6%	1.1	0%	-18%	-2%	-6.4%	-23%
O=C(NCCCCc1ccccc1)C1CCCC1	22%[20 µM]	-7%	/	/	/	-6%	/	-7.8%	-27%
COc1ccc2[nH]c(=O)c(CN(C(=O)c3cccnc3)c3cc(C)ccc3C)cc2c1	12%	-4%	/	/	/	21%	/	/	0%
CCOC(=O)c1c(O)cc(C)cc1Nc1ccccc1	-39%	-4%	/	/	/	16%	/	-0.8%	-3%
COc1ccc(S(=O)(=O)CC(O)CN2CCCC2=O)cc1 (configuration not stated)	-20%	-3%	-0.4%	1	-7%	-6%	4%	-0.5%	-4%
C=CCN(C(=O)CNS(=O)(=O)c1ccccc1)C(C(=O)NCCOC)c1ccncc1 (configuration not stated)	-11%	2%	-4.1%	1.1	7%	12%	9%	-1.7%	/
COc1cc(C(C(=O)NC(C)(C)C)N(C(=O)CNC(=O)c2cccs2)c2ccc(C(C)C)cc2)cc(OC)c1OC (configuration not stated)	20%	-5%	-5.2%	1	10%	12%	11%	-2.5%	4%
O=C(NCC(=O)N(c1ccccc1)C(C(=O)NC1CCCC1)c1cccnc1)c1cccs1 (configuration not stated)	4%	-11%	-5.7%	1	-12%	15%	-11%	-0.8%	4%
O=C(NNC(=O)c1ccc(NC(=O)c2ccccc2)cc1)Nc1ccccc1	-5%[20 µM]	-3%	-8.3%	1.1	11%	23%	9%	-1.9%	-36%
Cc1cccc(C2CC(c3ccccc3)Nc3nc(N)nn32)c1 (configuration not stated)	6%	4%	-7.8%	1.1	14%	-10%	16%	-3.3%	-23%
COc1ccc(-c2cc(C(F)(F)F)nc(SCC(=O)Nc3sc4c(c3C#N)CCC4)n2)cc1	30%	1%	-3.0%	1	17%	-8%	14%	-3.9%	-38%

(continued)
SMILES	KOR beta-arrestin-1	LYP phosphatase	XIAP antagonists	TNAP activation fold	human PMI inhibitors	NOD2 inhibition	PMI inhibitors	KOR beta-arrestin-2	NOD1 NF-kB reporter
O=C(N/N=C/c1ccc(Br)s1)c1ccccn1	3%	-2%	-0.3%	1.1	8%	-44%	1%	-2.7%	-35%
Cc1csc2ncc(C(=O)NCCc3ccccc3)c(=O)n12	-1%	-5%	-5.0%	1.1	8%	-56%	11%	1.3%	-39%
COc1ccccc1NC(=O)c1ccccc1NS(=O)(=O)N1CCCC1	-11%	-6%	-5.9%	1	-2%	-11%	5%	-0.3%	-23%
CC1CC(CN)CC(CO)C1 (configuration not stated)	-20%[20 µM]	-7%	-1.4%	1.1	-2%	15%	10%	1.7%	-29%
O=C(NNC(=O)c1cnccn1)c1ccc(Cl)cc1	-25%	-8%	/	/	/	10%	/	4.6%	-1%
O=C(C1CCCN(S(=O)(=O)c2cccc3nonc23)C1)N1CCC(Cc2ccccc2)CC1 (configuration not stated)	15%	12%	-3.1%	1.1	15%	-4%	25%	6.1%	-23%
COC(=O)c1ccc(CN2CCC(CO)(Cc3ccc(OC)cc3)CC2)cc1	-23%	-2%	-5.0%	1.1	1%	-6%	12%	1.2%	-44%
O=C(Nc1c(C(=O)N2CCC(N3CCCCC3)CC2)oc2ccccc12)c1c(F)cccc1F	-3%	-10%	/	/	/	2%	/	1.7%	-8%
Cc1ccc(CN(C)C(=O)CCc2c[nH]c3ccccc23)o1	-9%	-7%	/	/	/	6%	/	-3.5%	-18%
N#C/C(=C/c1cccn1-c1cccc(C(=O)O)c1)c1ccc(F)cc1	-24%[20 µM]	3%	-0.6%	1.1	-1%	35%	-4%	-2.5%	11%
COCCn1c(SCC(=O)Nc2ccc(OC)cc2)nc2c(oc3ccccc32)c1=O	-25%	-11%	-4.9%	1.1	-6%	-13%	20%	-3.0%	-58%
Cc1ccc(C(=O)Nc2ccccc2N2CCCCC2)cc1[N+](=O)[O-]	-16%	-7%	-10%	1	4%	/	1%	-3.1%	/
COc1ccc(OC)c(S(=O)(=O)NCc2cn3c(C)csc3n2)c1	-32%	2%	-12%	1.1	6%	-3%	3%	-2.1%	17%
CCc1nc(SCC(=O)NCc2ccco2)c2c(=O)n(C)c(=O)n(C)c2n1	-19%	-1%	-3.5%	1.1	7%	-8%	8%	-3.5%	-13%
CCC(C)n1c(/C=C/c2ccccc2)nc2ccccc21 (configuration not stated)	4%	-7%	-3.8%	1.2	2%	-40%	14%	1.6%	-26%
O=C(CN1c2cccc3cccc(c23)S1(=O)=O)Nc1cccc(S(=O)(=O)N2CCOCC2)c1	-47%	-4%	-8.1%	1.1	41%	4%	9%	-4.1%	19%
CC(C)[C@H](NC(=O)c1ccco1)C(=O)OCC(=O)NC12CC3CC(CC(C3)C1)C2	-34%	0%	-1.2%	1.1	1%	-16%	-10%	-2.7%	-32%
CN(C(=O)c1cccc(C(=O)N(C)c2ccccc2)c1)c1ccccc1	1%[20 µM]	-9%	/	/	/	10%	/	-6.0%	-2%
COc1ccc(C(=O)NCC(=O)OCC(=O)Nc2ccc(C)c(S(=O)(=O)N(C)C)c2)cc1OC	30%	-4%	/	/	/	-4%	/	-2.4%	-4%
CCn1c2ccccc2c(=O)c2ccccc21	12%[20 µM]	-11%	-10%	1.1	3%	-10%	-2%	/	-1%
Cc1ccc2[nH]c3c(NCCN4CCOCC4)ncnc3c2c1	1%	-2%	-1.0%	1.2	6%	-7%	6%	-5.2%	-26%
Cc1ccc(C(=O)CSc2nnc(-c3ccco3)n2CC2CCCO2)cc1 (configuration not stated)	29%	-3%	0.4%	1	-7%	10%	-1%	-5.2%	-14%
Cn1nc(-c2ccc(OCC(=O)Nc3cccnc3)cc2)c2ccccc2c1=O	21%	-4%	-8.3%	1.1	11%	-6%	15%	-2.0%	-11%
O=C(Nc1ccc2ccccc2c1)c1ccc2[nH]c(=O)c(=O)[nH]c2c1	12%	-3%	/	/	/	-3%	/	2.5%	3%
Cc1cc(C)cc(OCC(=O)Nc2ccccc2C(=O)N2CCOCC2)c1	-22%	-2%	/	/	/	13%	/	7.0%	-26%

Shown in markdown: entries from further up.
| Molecule | KOR beta-arrestin-1 | LYP phosphatase | XIAP antagonists | TNAP activation fold | human PMI inhibitors | NOD2 inhibition | PMI inhibitors | KOR beta-arrestin-2 | NOD1 NF-kB reporter |
| --- | --- | --- | --- | --- | --- | --- | --- | --- | --- |
| O=C(NNC(=O)c1cnccn1)c1ccc(Cl)cc1 | -25% | -8% | / | / | / | 10% | / | 4.6% | -1% |
| O=C(C1CCCN(S(=O)(=O)c2cccc3nonc23)C1)N1CCC(Cc2ccccc2)CC1 (configuration not stated) | 15% | 12% | -3.1% | 1.1 | 15% | -4% | 25% | 6.1% | -23% |
| COC(=O)c1ccc(CN2CCC(CO)(Cc3ccc(OC)cc3)CC2)cc1 | -23% | -2% | -5.0% | 1.1 | 1% | -6% | 12% | 1.2% | -44% |
| O=C(Nc1c(C(=O)N2CCC(N3CCCCC3)CC2)oc2ccccc12)c1c(F)cccc1F | -3% | -10% | / | / | / | 2% | / | 1.7% | -8% |

(next part)
SMILES	KOR beta-arrestin-1	LYP phosphatase	XIAP antagonists	TNAP activation fold	human PMI inhibitors	NOD2 inhibition	PMI inhibitors	KOR beta-arrestin-2	NOD1 NF-kB reporter
CCOC(=O)C1CCN(Cc2nc3ccccc3c(=O)n2-c2ccc(OCC)cc2)CC1	-28%	0%	-4.6%	0.9	-6%	-5%	-3%	8.6%	27%
O=C(CN1C(=O)C(=O)N(Cc2ccccc2)C1=O)Nc1cc(Cl)cc(Cl)c1	-3%	-7%	/	/	/	-13%	/	2.5%	18%
Cn1cccc1/C=N/NC(=O)c1ccncc1	18%	-1%	/	/	/	12%	/	6.8%	-12%
N#Cc1ccccc1OCCCN1CCC(Cc2ccccc2)CC1	14%	-8%	/	/	/	3%	/	-2.8%	-24%
O=C(COC(=O)C1CCCCC1)Nc1ccc(S(=O)(=O)N2CCOCC2)cc1	26%	5%	-5.4%	1	-9%	-2%	-8%	-0.1%	-40%
O=C(NCC1COc2ccccc2O1)c1ccc(NC(=O)C2CCCO2)cc1 (configuration not stated)	-2%	-2%	-5.5%	1	-3%	-13%	4%	1.7%	/
O=C1NCCN(Cc2ccc(-c3ccccc3)cc2)C1CC(=O)N1CCN(CCO)CC1 (configuration not stated)	9%	-8%	-2.7%	1.1	30%	8%	16%	-3.9%	-36%
CN1C=CC(=C2C(=O)c3ccccc3C2=O)C=C1	-14%	-2%	-7.2%	1	-4%	-99%	-9%	0.4%	-58%
CC1CCCN(c2ccc(C(=O)Nc3ccc4c(c3)OCO4)cc2[N+](=O)[O-])C1 (configuration not stated)	3%	2%	-11%	1.1	6%	0%	15%	6.9%	-19%
COCCCNC(=O)CN(c1cccc(Cl)c1)S(C)(=O)=O	24%	-3%	-1.7%	1.1	-2%	0%	-2%	-0.4%	18%
CCOC(=O)C1(Cc2ccccc2Cl)CCN(C(=O)CCn2ccnc2C)CC1	0%[20 µM]	-5%	-2.2%	1	2%	-59%	-3%	/	-44%
